PP1 inh = PP1-alpha phosphatase inhibitors, primary screen, counter-screen for PP5 inhibitor project, biochemical, fluorescence, OMFP substrate, single point; purified PP1alpha; hit rate 0.9% among 320,000; AID 2235, 2010; inhibition, % at 6.7 µM;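 active means inhibition above the mean inhibition of all tested compounds plus 3 SD, computed separately for each screening campaign, cut at about 15% in these data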
TPT1 inh = Candida albicans TPT1 enzyme inhibitors, primary screen, biochemical, fluorescence polarization | tRNA 2'-phosphotransferase TPT1 (Candida albicans SC5314) | recombinant caTPT1, FP RNA substrate dephosphorylation | inhibition, % at 5 µM | hit rate 0.81% among 300,000;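 active means inhibition above the mean of all tested compounds plus 3 SD, set per screening campaign, cut at about 24% in these data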;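 further: plate controls were DMSO alone for no effect and ferristatin control at 100 nM for full effect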
PP5 primary = PP5 phosphatase inhibitors, primary screen, biochemical, fluorescence. purified PP5c, OMFP substrate fluorescence. inhibition, % at 6.7 µM. hit rate 0.18% among 320,000;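 active means inhibition above the campaign's mean inhibition across all tested compounds plus 3 SD, cut at about 9.5% in these data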;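 further: 0% = DMSO only and 100% = 100 µM cantharidin control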
ZTA DNA inh = blocks Epstein-Barr virus ZTA, an EBNA-1 counter-screen | inhibition, % at 11 µM | ZTA-DNA binding, fluorescence polarization | hit rate 0.15% among 320,000 | P03206 | AID 2234; in the data active means inhibition above about 33%
Target sequence (P03206 whole entry, looked up): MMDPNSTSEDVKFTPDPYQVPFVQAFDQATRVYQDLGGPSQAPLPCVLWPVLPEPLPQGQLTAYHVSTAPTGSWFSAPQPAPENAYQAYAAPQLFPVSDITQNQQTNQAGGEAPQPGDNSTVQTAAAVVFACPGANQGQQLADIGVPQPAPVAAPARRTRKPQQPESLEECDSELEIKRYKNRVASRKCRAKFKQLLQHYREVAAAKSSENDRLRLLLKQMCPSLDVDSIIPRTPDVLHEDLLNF
CTSL1 counter = Fasciola hepatica cathepsin L1 inhibitors, primary screen, counter-screen for PFM18AAP inhibitor project, biochemical, QFRET, fluorogenic peptide substrate; recombinant F. hepatica cathepsin L1, Z-Leu-Arg-MCA fluorescence; inhibition, % at 5.96 µM; hit rate 0.49% among 300,000; AID 1906, 2009;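 active means inhibition above the mean of all tested compounds plus 3 SD, set per screening campaign, cut at about 17% in these data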;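 further: 0% = plate median of test compound wells and 100% = 1 µM Z-Phe-Ala-diazomethylketone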
core dimer inh = inhibitors of HCV core protein dimerization, primary screen, biochemical, TR-FRET, high-throughput | TR-FRET GST/Flag-core106 dimerization, 1536-well | inhibition, % at 5 µM | hit rate 0.33% among 300,000;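 active means inhibition above the mean of all tested compounds plus 3 SD, set per screening campaign, cut at about 45% in these data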
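Assay system: Tagged HCV core106 pair (GST and Flag) | Buffer or medium: KF-containing HEPES buffer, pH 7.45, DTT, CHAPS, BSA | Also added: Eu donor and XL665 acceptor anti-tag antibodies | Dosing: One concentration, 5 µM, in 0.5% DMSO | Timing: 4 h at 22.5 °C | Technique: TR-FRET 671 and 617 nm emission | Repeats: Singlicate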
PREPL inhibitor = PREPL enzyme inhibitors, primary screen, biochemical, fluorescence polarization; Prolyl endopeptidase-like (Homo sapiens), Q4J6C6; recombinant PREPL, fluorescence polarization activity-based probe; inhibition, % at 5.96 µM; hit rate 0.68% among 320,000; AID 2751, 2010; in the data active means inhibition above about 43%;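 further: 0% = enzyme with DMSO and 100% = wells lacking enzyme; many of its hits are not listed in these tables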
Target sequence (Q4J6C6 whole entry, looked up): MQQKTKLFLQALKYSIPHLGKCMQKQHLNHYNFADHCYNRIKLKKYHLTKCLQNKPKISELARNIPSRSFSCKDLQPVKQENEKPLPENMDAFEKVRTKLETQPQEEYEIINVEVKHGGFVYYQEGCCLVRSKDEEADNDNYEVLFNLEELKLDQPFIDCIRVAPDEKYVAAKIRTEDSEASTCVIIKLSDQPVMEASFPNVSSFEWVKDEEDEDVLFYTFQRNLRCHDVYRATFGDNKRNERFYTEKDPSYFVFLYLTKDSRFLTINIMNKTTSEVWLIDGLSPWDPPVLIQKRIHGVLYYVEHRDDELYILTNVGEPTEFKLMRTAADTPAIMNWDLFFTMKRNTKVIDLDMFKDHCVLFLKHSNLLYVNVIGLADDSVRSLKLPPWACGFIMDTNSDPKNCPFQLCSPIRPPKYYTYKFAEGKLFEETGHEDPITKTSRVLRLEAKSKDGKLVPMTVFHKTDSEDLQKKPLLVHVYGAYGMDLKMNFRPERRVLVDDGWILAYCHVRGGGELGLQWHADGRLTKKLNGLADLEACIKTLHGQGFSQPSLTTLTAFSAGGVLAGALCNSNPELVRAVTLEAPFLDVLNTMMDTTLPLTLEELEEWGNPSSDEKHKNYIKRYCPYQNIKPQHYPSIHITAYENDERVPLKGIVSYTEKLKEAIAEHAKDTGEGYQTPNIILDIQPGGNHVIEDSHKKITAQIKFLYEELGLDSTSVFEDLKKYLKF
EBNA-1 inhibitor = EBNA-1 DNA-binding inhibitors, primary screen, biochemical, fluorescence polarization | hit rate 0.34% among 300,000 | inhibition, % at 14.8 µM; in the data active means inhibition above about 28%
Efflux pump mplx = inhibitors of Candida efflux pumps in yeast, primary screen, S. cerevisiae, Nile Red, multiplex. S. cerevisiae Candida pump triplex. inhibition, % at 10 µM. hit rate 0.44% among 330,000;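 active means plate passing quality check with inhibition over a set limit, or well fluorescence over plate mean plus 4 SD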;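 further: Nile Red retained in pooled yeast measured as flow cytometry median fluorescence; 0% = buffer negative control and 100% = Enniatin B positive control; higher means more Nile Red kept so more efflux inhibition; some compounds called inactive have numbers as strong as hits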
Active calls of the source: *; + = active, no number. Some of the compounds tested (hit frequency here may not be typical).

SMILES	PP1 inh	TPT1 inh	PP5 primary	ZTA DNA inh	CTSL1 counter	core dimer inh	PREPL inhibitor	EBNA-1 inhibitor	Efflux pump mplx
CC(C)(C)OC(=O)NCCc1nnc(SCc2ccc(Cl)cc2Cl)o1	3.6	-0.8	-3.8	-6.7	-3.6	0.8	21.3	-0.8	0.5
Cc1cc2nnc(SC3CCCCN(C(=O)c4ccc(F)cc4)C3=O)n2c2ccccc12 (centres undefined)	-5.1	0.4	0.2	-9.1	-4.2	13.8	-61.6	6.3	0.1
COc1cccc(CNC(=O)c2cccc(S(=O)(=O)N3CCN(c4ccc(F)cc4)CC3)c2)c1	-4.5	-4.3	6.1	-7.9	0.7	5.5	-84.0	2.7	0.0
O=C1CC(=O)N(Cc2ccco2)C(=O)N1	58.0*	92.4*	2.3	22.5	-4.0	-29.4	-2.7	13.6	0.0
Cc1ccc(C(=O)NC2CCC(C)CC2)o1 (centres undefined)	-3.2	1.3	0.6	1.4	7.9	-1.4	8.5	2.6	0.0
Cc1oc2ccc(O)cc2c1C(=O)c1ccc([N+](=O)[O-])cc1	4.4	-3.2	1.5	-3.0	4.8	-2.6	6.4	7.8	-0.2
Cc1nc2nc(C)c(NS(=O)(=O)c3ccc(C(C)(C)C)cc3)c(=O)n2[nH]1	-2.1	1.1	0.1	-9.3	-1.2	1.0	5.9	0.9	-0.3
CCCN1CCC(NC(=O)Nc2ccc(Br)cc2)CC1	-0.4	-1.4	2.5	-17.6	-3.9	-14.2	-1.2	-0.4	-0.4
COc1ccc(CCn2nnnc2C(C(C)C)N2CCC(C(N)=O)CC2)cc1OC (centres undefined)	-1.3	0.2	-0.3	-5.8	-3.9	-0.3	-8.9	6.1	-0.2
CC(NC(=O)C12CC3CC(C)(CC(C)(C3)C1)C2)c1ccncc1 (centres undefined)	-0.5	-1.5	-0.9	4.2	-6.0	-9.8	6.2	0.3	0.0
COC(=O)c1ccccc1S(=O)(=O)N1CCC(C(=O)OC(C)C(=O)NC(N)=O)CC1 (centres undefined)	-4.3	-2.6	-1.4	-4.4	-4.0	-0.3	5.6	5.8	0.0
Cc1ccc(-n2c(C)cc(/C=N\NC(=O)CC(=O)NC(C)C)c2C)cc1	-2.0	-2.0	-1.6	2.3	-0.9	2.2	1.7	2.1	-0.1
CCc1ccccc1N(CC(=O)O)S(C)(=O)=O	-2.1	-1.3	-0.6	-9.8	-0.9	-7.6	16.3	5.4	-0.3
COc1ccc(CSc2nc(C)cc(C)c2S(C)(=O)=O)cc1	-1.9	-2.1	1.6	-20.4	0.9	4.1	10.0	-8.5	0.0
COc1ccc(CCNC(=O)CCc2ccsc2)cc1OC	1.1	4.1	-0.1	4.1	2.4	-4.9	2.3	1.4	0.2
Cc1cccnc1CCNC(=O)CCc1nnc(CCc2ccccc2)o1	-1.9	0.6	-0.1	4.1	-4.8	4.5	4.8	-4.3	-0.1
Cc1cc(C)cc(-n2nnnc2SCC(=O)Nc2nc(-c3ccc(Cl)cc3)cs2)c1	-1.9	-6.5	1.7	-4.9	-3.3	16.7	-11.5	9.7	0.0
Cc1ccc2nsnc2c1N	-0.6	1.6	-0.9	5.1	-2.3	-6.0	12.4	-3.7	0.2
CN(CCCNC(=O)c1ccc(N2CCCC2=O)cc1)c1ccccc1	-3.7	1.8	-1.0	18.8	-2.8	-6.5	40.4	2.8	0.0
CCN1CCN(c2ccc(S(=O)(=O)N3CCCCC3)cc2NC(=O)C(C)Oc2ccc(F)cc2)CC1 (centres undefined)	9.2	-4.2	-0.5	-3.1	8.9	-7.0	14.4	-3.2	-0.1
CC(C)CC(=O)Nc1ccccc1-c1nnn(CC(=O)N2CCc3ccccc3C2)n1	1.7	0.2	2.9	-1.2	-1.0	12.2	-11.4	-18.5	-0.1
CCN(CC)C(=O)C12CC3CC(CC(Br)(C3)C1)C2	-3.9	-3.0	0.0	6.1	2.4	-0.5	-0.5	-5.5	-0.1
C/C(=N\OC(=O)Nc1ccc(Cl)cc1)c1ncc(C(F)(F)F)cc1N1CCOCC1	1.3	-3.5	-1.4	-13.8	0.9	-6.6	1.2	0.7	-0.1
CC(C)Oc1ccc(C(=O)Nc2ccc(C(F)(F)F)n(C)c2=O)cc1	-0.7	-0.6	0.2	6.4	-0.2	2.1	2.5	-1.3	0.2
Cc1c(C(=O)N2CCCCC2)c(S(=O)(=O)NCc2ccc(F)cc2)c(C)n1C	-4.1	-0.4	-0.3	3.0	-0.9	-1.8	-4.2	-6.5	0.1

New compounds follow
SMILES	PP1 inh	TPT1 inh	PP5 primary	ZTA DNA inh	CTSL1 counter	core dimer inh	PREPL inhibitor	EBNA-1 inhibitor	Efflux pump mplx
Cc1cc2c(cc1S(=O)(=O)NCc1ccccc1)n(C)c(=O)c(=O)n2C	-1.4	0.2	-2.0	-0.9	3.0	0.5	4.4	4.9	0.0
CCCCN(CCCC)C(=O)c1cc2ccccc2c(=O)o1	0.8	-3.2	0.2	-0.3	6.9	-3.7	23.0	9.6	-2.7
CCN1CCN(S(=O)(=O)c2cc(OC)ccc2OC)CC1	0.2	-1.8	0.5	5.7	8.8	3.1	7.3	6.1	0.0
O=C(Nc1ccccc1)Nc1ccccn1	-1.1	-0.6	1.6	-6.6	0.5	-6.5	-2.6	1.4	0.2
Cc1noc(C)c1COC(=O)CCc1nc2ccccc2s1	1.9	-4.9	0.3	-0.3	-0.8	-5.4	2.0	12.2	0.0
Cc1ccc(S(=O)(=O)N(C)CC(=O)NC2CCCC2)cc1	6.0	-5.1	-5.4	-0.5	9.0	0.0	3.7	-4.7	-0.1
COC(=O)c1ccc(N/C=C/C(=O)c2ccccc2)cc1	-4.0	-3.9	-1.1	1.3	-1.9	-6.3	29.3	1.1	-0.2
C=CCn1c(O)c(CN2CCN(Cc3ccccc3)CC2)c(C)c(C#N)c1=O	-2.0	-11.9	1.6	-10.5	4.6	-7.3	13.3	-1.6	0.1
Cc1nc(C)c(NC(=O)N2CCc3ccccc32)cc1NC(=O)N1CCc2ccccc21	0.3	-6.7	0.8	0.0	-0.2	2.1	5.9	-8.7	0.1
COc1ccc2c(c1)c(C(=O)O)c(C)n2-c1ccccc1	-0.4	2.7	-0.6	11.6	0.1	-5.3	1.4	11.1	-0.1
COc1ccc(CN2C3CCCC2CC(NC(=O)Nc2ccccc2C)C3)cc1 (centres undefined)	-0.7	-1.5	2.7	2.9	-2.3	-5.6	-11.1	4.8	0.2
CCCn1cc(SCC(=O)NC2CCCC2)c2ccccc21	0.9	-1.4	3.3	-13.8	-1.2	-4.7	0.2	-5.8	0.2
O=C1S/C(=C\c2ccc(N3CCOCC3)o2)C(=O)N1c1ccccc1	-1.8	+	-1.3	3.0	8.9	17.3	4.5	-2.0	0.3
Cc1ccc(N(C(=O)CNC(=O)c2ccco2)C(C(=O)NC2CCCCC2)c2cccnc2)c(C)c1 (centres undefined)	-0.2	-3.0	1.3	7.2	-1.8	2.9	-13.1	-7.4	-0.3
CCCc1cc(=O)oc2cc(C)cc(OC(C)C(=O)NCc3ccncc3)c12 (centres undefined)	3.0	1.0	0.2	-11.9	3.7	-0.5	4.2	-1.8	-0.3
C[C@@]12C(=O)N(c3cccc(F)c3)C(=O)N1[C@H](c1ccc(Cl)cc1)[C@@H]1C(=O)N(C3CCCCC3)C(=O)[C@@H]12	1.6	-4.4	3.2	7.3	-1.5	6.4	4.1	6.5	-0.1
CCN(CC)Cc1csc(C(N)=O)c1	-0.1	0.1	0.5	2.8	-4.1	-8.7	8.9	-10.4	0.1
COC(=O)[C@@H](NC(=O)NCc1cccc(OC)c1)C(C)C	0.6	1.2	-0.8	4.9	2.4	3.5	-3.9	7.5	-0.1
CS(=O)(=O)N1CCC(C(=O)N2CCN(c3cccc(Cl)c3)CC2)CC1	-1.3	-3.0	0.0	0.2	-0.5	-1.2	9.2	17.0	-0.3
CN(C)S(=O)(=O)c1ccc(C(=O)NCC(c2cccs2)N2CCOCC2)cc1 (centres undefined)	6.7	-6.5	2.1	11.1	1.4	-2.3	4.3	-11.7	0.0
CCCCc1c(O)nc(SCC(=O)NCCc2ccc(OC)c(OC)c2)[nH]c1=O	-5.1	0.4	0.6	-5.1	-1.6	4.5	-7.8	6.8	0.0
O=C(Nc1cccc(S(=O)(=O)N2CCCCCC2)c1)c1cc(=O)c2ccccc2o1	2.8	0.7	-0.2	-2.5	-4.6	1.8	6.3	1.3	0.1
Cc1nnc(NC(=O)CN2C(=O)c3ccccc3S2(=O)=O)s1	-2.5	-6.5	1.8	9.7	3.0	-2.0	-8.2	-0.7	0.3
O=C1C(Cl)=C(N2CCCCCC2)C(=O)N1c1ccc(Cl)cc1	5.0	5.1	2.8	-9.3	10.9	26.3	-4.3	12.4	0.0
CCCCc1c(C)nc2cc(-c3ccco3)[nH]n2c1=O	4.3	-4.6	-0.1	-8.0	-0.4	-2.4	3.2	-14.7	0.3

Some values from above.
CTSL1 counter result of `C[C@@]12C(=O)N(c3cccc(F)c3)C(=O)N1[C@H](c1ccc(Cl)cc1)[C@@H]1C(=O)N(C3CCCCC3)C(=O)[C@@H]12` = -1.5
core dimer inh result of `Cc1ccc(S(=O)(=O)N(C)CC(=O)NC2CCCC2)cc1` = 0.0

(further entries)
SMILES	PP1 inh	TPT1 inh	PP5 primary	ZTA DNA inh	CTSL1 counter	core dimer inh	PREPL inhibitor	EBNA-1 inhibitor	Efflux pump mplx
CC(=O)Nc1ccc(NS(=O)(=O)c2cc([N+](=O)[O-])ccc2C)cc1	-7.9	1.2	-1.9	1.3	-0.3	-0.4	-3.2	-0.4	0.1
CCOc1ccc(CN2C(=O)c3ccccc3C2=O)cc1C(=O)O	-6.3	-1.1	0.1	-8.3	-3.7	10.0	-4.2	-13.5	0.1
CCOC(=O)N1CCN(C(=O)Cn2cc3c(n2)CCCC3)CC1	0.8	-5.1	-1.9	0.7	0.1	-2.0	-1.8	13.0	0.0
COc1ccccc1N1CCN(Cc2cc3c(cc2Br)OCCO3)CC1	1.0	-6.4	3.6	-19.4	-1.1	-4.0	13.8	-5.9	0.1
CCc1ccc(C2=NN(CCC(=O)NCc3cccs3)C(=O)CC2)cc1	0.5	1.9	0.2	16.3	-3.2	2.6	-10.9	-14.3	0.2
c1ccc(-c2nn[nH]n2)cc1	-1.9	0.3	0.8	-2.5	-5.5	-8.2	8.1	-3.0	0.0
CC(C)n1cc(/C=C2/NC(=O)N(c3cccc(Cl)c3)C2=O)c2ccccc21	3.4	0.0	0.6	5.7	1.1	33.5	5.1	6.0	-0.1
C=CCNCc1ccccc1[N+](=O)[O-]	-1.2	-1.3	-0.9	-7.3	0.2	-4.7	1.3	3.9	-0.1
N#Cc1nc(-c2ccccc2Cl)oc1N1CCCCC1	9.3	0.7	3.4	-6.5	2.9	-0.2	-2.6	-8.2	0.2
CC(C)Cc1cc(C(=O)Nc2c(F)cc(F)cc2Br)no1	-0.5	0.9	0.6	0.2	12.7	4.1	6.7	10.0	-0.2

From PubChem
